From PubChem
PolyA inhibitor: polyadenylation inhibitors in yeast reporter cells, primary screen, luminescence, S. cerevisiae | S. cerevisiae SKY197-pL101 polyadenylation reporter, beta-gal luminescence; efflux-impaired pdr1/pdr3 knockout yeast; score 100 = 6 SD above DMSO | calls only at 12 µM | 300,000 tested, 0.02% active | AID 1875, 2009;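 active = lowest replicate activity score at least 50, where 100 means six control SD above control mean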;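 also: yeast exposed to compound for 9 h at 30 °C; higher score means more reporter readthrough which indicates perturbed polyadenylation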
RGS4 pot: RGS4 potentiators or activators, primary screen, cell-based, HEK293 M3R inducible RGS4, calcium flux; carbachol calcium flux Fluo4; active compounds read low; B-score at 10 µM; 310,000 tested, 0.92% active;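 active = B-score of the integrated calcium signal more than 4 SD below the library mean, with starting fluorescence not abnormally high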;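 also: negative B-score means reduced calcium response which marks RGS4 activation or potentiation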
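Detection: kinetic calcium fluorescence imaging with Fluo4-AM dye, 2 µM / Material: HEK293 cells with stable M3R and inducible RGS4 / Schedule: recording 10 s baseline at 1 Hz, 100 s post-agonist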
KCNQ1 act: potentiators or activators of KCNQ1 channel, primary screen, cell-based, thallium flux, high-throughput; B-score at 10 µM; CHO-K1 KCNQ1, thallium flux FluxOR fluorescence; active compounds read high; 310,000 tested, 0.35% active;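 active = fluorescence ratio B-score, a plate-corrected score, at least three library SD, with initial intensity B-score within 5 SD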
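Assay system: stable KCNQ1 CHO-K1 line; medium: assay buffer, equal DMSO in all wells; timing: 90 min dye loading and 20 min compound exposure, both at room temperature; technique: kinetic FluxOR thallium fluorescence, 10-s 1-Hz baseline, 110-s post-stimulus read; read-out basis: B score of baseline-normalized fluorescence ratio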
KCNK3 block: human KCNK3 channel inhibitors, primary screen, CHO cells, FluxOR thallium flux, B-score; Potassium channel subfamily K member 3 (Homo sapiens), O14649; FluxOR fluorescence; active compounds read low; B-score at 10 µM; 340,000 tested, 0.84% active; AID 602410, 2012;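 active = B-score under library mean minus 4 SD, starting fluorescence ratio at most library mean plus 5 SD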;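 also: more negative B-score means stronger inhibition of thallium flux through KCNK3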
hERG rescue: hERG rescue from dofetilide block, primary screen, cell-based, CHO-hERG, FluxOR thallium flux, dofetilide IC70; Voltage-gated inwardly rectifying potassium channel KCNH2 (Homo sapiens), Q12809; dofetilide IC70 present; activation (rescue from dofetilide block), less the hit threshold, % at 10 µM; 310,000 tested, 0.51% active; AID 1511, 2009;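 active = activation above the mean of controls blocked by dofetilide plus 5 SD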;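 also: thallium influx through hERG after potassium depolarization seen as dye fluorescence rise; in these data hits start at about 4.7%; inactives centre near -7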
KCNQ1 block: inhibitors of human KCNQ1 channel, primary screen, cell-based, thallium flux, high-throughput; Potassium voltage-gated channel subfamily KQT member 1 (Homo sapiens), P51787; CHO-K1 KCNQ1, FluxOR thallium flux fluorescence; active compounds read high; B-score at 10 µM; 310,000 tested, 1.3% active; AID 2642, 2010;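 active = compounds whose thallium flux B-score, printed positive for inhibition, exceeds three library SD while starting fluorescence stays within three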;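 also: channel opened by potassium depolarization with thallium stimulus after 20 min compound exposure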
HDAC3 inhib: HDAC3 deacetylase inhibitors, primary screen, biochemical, fluorescence, cell-free homogeneous | recombinant HDAC3, fluorogenic peptide/trypsin coupled | 320,000 tested, 0.15% active | Histone deacetylase 3 (Homo sapiens), O15379 | AID 2718, 2010 | inhibition, % at 8.3 µM; in the data active = inhibition above about 26%, passing the limit was not always enough
Target sequence (O15379 whole entry, looked up): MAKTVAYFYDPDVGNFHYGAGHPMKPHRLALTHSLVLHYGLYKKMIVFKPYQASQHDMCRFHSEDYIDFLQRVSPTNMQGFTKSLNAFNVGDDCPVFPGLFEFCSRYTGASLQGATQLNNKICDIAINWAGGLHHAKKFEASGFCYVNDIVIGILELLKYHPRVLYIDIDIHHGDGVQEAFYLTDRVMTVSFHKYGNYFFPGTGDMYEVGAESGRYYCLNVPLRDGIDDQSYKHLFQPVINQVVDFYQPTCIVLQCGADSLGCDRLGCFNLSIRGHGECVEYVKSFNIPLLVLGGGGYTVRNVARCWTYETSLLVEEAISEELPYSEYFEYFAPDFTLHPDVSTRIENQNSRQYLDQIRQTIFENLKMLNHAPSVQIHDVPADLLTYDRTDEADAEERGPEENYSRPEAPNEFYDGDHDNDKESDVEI
GSK3 alpha inh: blockers of GSK3A enzyme activity – biochemical, luminescence, cell-free homogeneous, HTS, primary screen; GSK-3 alpha kinase, ADP-Glo luminescence, 60 min; 320,000 tested, 0.1% active; Glycogen synthase kinase-3 alpha (Homo sapiens), P49840; inhibition, % at 10 µM;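 in the data active = inhibition above about 50%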;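 also: GST-tagged GSK-3 alpha with peptide substrate and 25 µM ATP; 0% = DMSO neutral wells and 100% = GW8510 positive control wells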
GSK3B inh: human GSK3beta kinase inhibitors, primary screen, biochemical, cell-free homogeneous, HTS; 300,000 tested, 0.038% active; AID 2097, 2009; activity score (negative = inhibition), % at 10 µM; GST-GSK3beta kinase, ADP-Glo luminescence, 60 min; active compounds read low;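 active = more than half of replicate wells score below -50%, meaning over 50% inhibition versus plate controls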;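 also: 0% = median DMSO wells and -100% = median GW8510 positive control wells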
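Test system: GST-fused GSK3beta enzyme, cell-free | Quantity: 1.6 ng GST-GSK3beta enzyme per well | Reagent: 25 µM ATP with peptide substrate | Schedule: 60 min enzyme reaction, room temperature | Signal: Luminescent ADP-Glo measurement of ADP formed | Read-out basis: Score relative to plate controls | Control set: DMSO and 20 µM GW8510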
Dyrk1A ADPGlo: rat Dyrk1A kinase inhibitors, primary screen, biochemical, single point, plate reader; Dual specificity tyrosine-phosphorylation-regulated kinase 1A (Rattus norvegicus), Q63470; ADP-Glo luminescence, NFATc1 peptide; inhibition, % at 12.5 µM; 310,000 tested, 0.43% active; AID 504441, 2011; in the data active = inhibition above about 50%;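 also: plate controls were vehicle with enzyme for no effect and no enzyme for full effect; many of its hits are not listed in these tables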
KCNK9 inh: KCNK9 potassium channel inhibitors, primary screen, HEK293 cells, thallium flux; FluxOR thallium flux fluorescence; active compounds read low; B-score at 10 µM; 310,000 tested, 1.2% active; AID 488922, 2010;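 active = ratio B-score over 3 SD below the library mean, with starting fluorescence within 5 SD of its mean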;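 also: negative B-score means less thallium flux so channel inhibition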
Target sequence (Q9NPC2 whole entry, looked up): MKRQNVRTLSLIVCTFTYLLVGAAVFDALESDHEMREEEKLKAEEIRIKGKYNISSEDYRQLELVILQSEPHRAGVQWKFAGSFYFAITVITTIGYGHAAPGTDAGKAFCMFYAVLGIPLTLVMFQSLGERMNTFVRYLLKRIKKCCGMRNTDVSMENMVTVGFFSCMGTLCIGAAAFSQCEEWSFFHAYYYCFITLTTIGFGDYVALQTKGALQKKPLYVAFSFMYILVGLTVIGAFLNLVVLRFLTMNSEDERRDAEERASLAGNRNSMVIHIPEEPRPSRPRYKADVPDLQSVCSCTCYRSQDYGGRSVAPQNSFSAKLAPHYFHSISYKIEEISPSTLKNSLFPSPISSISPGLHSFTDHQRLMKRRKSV
* hit, by the source's call; i = inactive; / = not tested or not shown.

A first look (2 entries):
SMILES	PolyA inhibitor	RGS4 pot	KCNQ1 act	KCNK3 block	hERG rescue	KCNQ1 block	HDAC3 inhib	GSK3 alpha inh	GSK3B inh	Dyrk1A ADPGlo	KCNK9 inh
Cc1cc(C)cc(NC(=O)CCc2nc3ccccc3[nH]2)c1	i	i	i	i	-17	i	0	-3	-1	-7	i
Fc1ccc(-c2cc3nc(-c4ccccc4)cc(N4CCOCC4)n3n2)cc1	i	i	i	i	-1	i	-9	0	0	-3	i

The listing, repeating the preview:
SMILES	PolyA inhibitor	RGS4 pot	KCNQ1 act	KCNK3 block	hERG rescue	KCNQ1 block	HDAC3 inhib	GSK3 alpha inh	GSK3B inh	Dyrk1A ADPGlo	KCNK9 inh
Cc1cc(C)cc(NC(=O)CCc2nc3ccccc3[nH]2)c1	i	i	i	i	-17	i	0	-3	-1	-7	i
Fc1ccc(-c2cc3nc(-c4ccccc4)cc(N4CCOCC4)n3n2)cc1	i	i	i	i	-1	i	-9	0	0	-3	i
Cc1ccc(CNC(=O)Cn2nnc(C(=O)Nc3cccc(C)c3C)c2N)cc1	i	i	i	i	-8	i	-14	-1	-1	/	i
COc1cc(C=O)ccc1OCC(=O)Nc1ccccc1N1CCOCC1	i	i	i	i	-9	i	9	1	-4	7	i
CN(Cc1nccn1C)C(=O)CC1C(=O)NCCN1Cc1ccccc1C(F)(F)F (stereo unspecified)	i	i	i	i	-8	i	-2	/	0	-5	i
CCOC(=O)CSc1nnc(CSc2nc3ccccc3c(=O)[nH]2)n1-c1ccccc1	i	i	i	i	-9	i	-6	-1	-2	3	i
Cc1ccc(N(CC(=O)Nc2ccc(S(=O)(=O)N3CCOCC3)cc2)S(C)(=O)=O)cc1C	i	i	i	i	-6	i	-18	2	-1	-3	i
CCOC(=O)c1[nH]c(C)c(C(=O)NC2CCCCCC2)c1C	i	i	i	i	-4	i	-2	/	0	4	i
CCS(=O)(=O)Nc1c(C)n(C)n(-c2ccccc2)c1=O	i	i	i	i	-3	i	-2	-3	-4	-2	i
O=C(NCc1cn2ccsc2n1)c1cccc(C(F)(F)F)c1	i	i	i	i	-6	i	5	0	0	5	i
C#CCOCCOCCOCCNc1nc(N2CCN(C(=O)Cn3cc(CC(C)O)nn3)CC2)nc(N2CCN(C(=O)[C@H](CCCCN)n3cc(CCC(=O)O)nn3)CC2)n1 (stereo partly specified)	i	i	i	i	-11	i	-6	-1	-3	-2	i
CCc1ccc2nc(-c3cccc(C)c3)nc(SCC(=O)NCC3CCCO3)c2c1 (stereo unspecified)	i	i	i	i	-9	i	-2	1	-1	3	i
Cc1[nH]n(-c2ccc([N+](=O)[O-])cc2)c(=O)c1C=NCCN1CCN(C(=O)c2cccc(F)c2)CC1	i	i	i	i	-5	i	1	0	-2	0	i
CCOC(=O)c1ccc(NS(=O)(=O)c2ccc3oc(=O)[nH]c3c2)cc1	i	i	i	i	-10	i	-4	0	2	-7	i
CCOc1ccc(CCNC(=O)CSc2cc(=O)n(C)c3ccc(Cl)cc23)cc1OCC	i	i	i	i	-8	i	/	/	1	-7	i
C=CCOc1ccc(Br)cc1CNCCO	i	i	i	i	-8	i	2	0	7	1	i
COCCn1c(SCC(=O)NNC(=O)Cc2ccccc2)nc2ccccc2c1=O	i	i	i	i	-5	i	4	3	3	-4	i
COc1ccc(NC(=S)/N=C(\N)Nc2nc(C)c3ccccc3n2)cc1	i	i	i	i	-3	i	1	1	-1	-5	i
CC(c1ccco1)N(C(=O)C12CC3(C)CC(C)(CC(C)(C3)C1)C2)c1ccccn1 (stereo unspecified)	i	i	i	i	-16	i	0	-2	0	-2	i
CCC(=O)Nc1ccc2c(c1)nc(CCN1CCCCC1)n2C	i	i	i	i	-4	i	-1	-1	-2	-1	i
CC1CC2(CCCC2)N(C(=O)c2ccccc2)Cc2ccccc21 (stereo unspecified)	i	i	i	i	-14	i	-4	-2	3	1	i
O=C(Nc1ccc(N2CCN(C(=O)c3ccccc3)CC2)c(Cl)c1)c1ccc(Br)o1	i	i	i	i	-11	i	5	-1	-1	-8	i
Cc1nnc(SCC(=O)NNC(=O)C(C)C)[nH]c1=O	i	i	i	i	-1	i	-2	0	4	-4	i
Cc1c(Cl)cccc1NC(=O)NCCCN1CCCC1=O	i	i	i	i	-5	i	-2	-1	-4	-2	i
CCOC(=O)COc1c(/C=N\O)cc(Cl)cc1OC	i	i	i	i	-7	i	1	/	-2	6	i
CN1c2ccccc2C(=O)NC1c1ccc([N+](=O)[O-])s1 (stereo unspecified)	i	i	i	i	-8	i	6	3	0	/	i
COc1ccc(Cl)c(OC)c1C(=O)NC(=O)Nc1nc(C)nc(C)n1	i	i	i	i	-5	i	-11	-2	0	1	i
Cc1ccc(OCC(=O)N/N=C/c2cccn2C)cc1C	i	i	i	i	-6	i	-7	-1	-7	3	i
O=C(C1CCCC1)N(c1ccccc1)C1C=CS(=O)(=O)C1 (stereo unspecified)	i	i	i	i	-2	i	0	-3	0	-15	i
Cc1cc2cc3c(cc2nc1SCC(=O)Nc1ccccc1)CCC3	i	i	i	i	-7	i	-1	0	1	-4	i
Cc1ccc(OCCC(=O)OCC(=O)NC(=O)c2ccccc2)cc1	i	i	i	i	-11	i	-5	-1	1	9	i
O=C(NCCO)c1cc2ccccc2cc1O	i	i	i	i	-12	i	7	1	-3	14	i
O=[N+]([O-])c1c(Nc2ccccc2O)ccc2nonc12	i	i	i	i	-1	i	2	4	1	-1	i
Cc1ccc(C(=O)Nc2ccccc2Cl)cc1	i	i	i	i	-4	i	-6	0	-5	-2	i
O=C(Nc1ccccc1)[C@@H]1CC=C[C@@H]2CCN(Cc3ccc(Cl)c(Cl)c3)C(=O)[C@@H]21	/	i	i	i	-7	i	-1	-1	2	7	i
COc1ccccc1CNS(=O)(=O)c1ccc(-n2cnnn2)c(C)c1	i	i	i	i	-6	i	12	2	4	-4	i
O=C(NC(=S)N1CCCCC1c1cccnc1)c1ccc(F)cc1 (stereo unspecified)	i	i	i	i	-1	i	3	-2	-5	-1	i
COc1ccc(CCC(=O)NCc2cn3ccsc3n2)cc1	i	i	i	i	2	i	1	-1	1	6	i
[N-]=[N+]=CC(=O)CC(c1ccccc1)N1C(=O)c2ccccc2C1=O (stereo unspecified)	i	i	i	i	-4	i	1	0	1	0	i
COC(=O)c1ccccc1Oc1ccc(NC(=O)CCCl)cc1	i	i	i	i	-12	i	-1	-2	1	/	i
Cc1sc2ncnc(Sc3ccccc3C(=O)Nc3ccc(C#N)cc3)c2c1C	i	i	i	i	-5	i	/	-2	-2	2	i
O=C(O)c1ccc(C(=O)c2ccc3c(c2)C(=O)N(CC2CCCO2)C3=O)cc1 (stereo unspecified)	i	i	i	i	-8	i	-2	1	-4	6	i
CCS(=O)(=O)N1CCC(N2CCN(c3ccccc3)CC2)CC1	i	i	i	i	-1	i	-7	-3	1	-3	i
O=C(CN1CCc2[nH]c3ccccc3c2C1)N1CCCCC1	i	i	i	i	-10	i	0	2	5	-3	i
COc1ccc(-c2nc3n(c2Br)CCC3)cc1	i	i	i	i	-16	i	1	0	-1	-3	i
CCOC(=O)c1sc(NC(=O)CSc2nncn2C)nc1C	i	i	i	i	-1	i	-1	0	-1	-3	i
Cc1ccc(S(=O)(=O)NCc2ccc(C(=O)NCCCN3CCC(Cc4ccccc4)CC3)cc2)cc1	i	i	i	i	-21	6*	5	0	-1	-5	i
O=c1c2ccccc2nc(/C=C/c2cccc(Br)c2)n1CCCO	i	i	i	i	-4	i	3	-1	2	3	i
CCOc1cc(-c2nc(-c3ccncc3)no2)cc(OCC)c1OCC	i	i	i	i	-4	i	-1	-7	-1	3	i
CCn1ncc(CNC(=O)CCSc2nc(-c3ccco3)cc(C(F)(F)F)n2)c1C	i	i	i	i	-10	i	9	-4	0	0	i
O=C(Nc1ccccc1C(=O)N1CCOCC1)c1ccc(F)cc1	i	i	i	i	-4	i	-5	2	-3	-4	i
O=C(NCC(=O)N(c1ccc(F)cc1)C(C(=O)NC1CCCCC1)c1cccnc1)c1ccco1 (stereo unspecified)	i	i	i	i	-4	i	2	-1	-2	-7	i
O=C(c1ccc2c(c1)OCO2)N1CCN(c2ccc(C(F)(F)F)cn2)CC1	i	i	i	i	-11	i	-2	-2	2	-2	i
Cc1ccc(N(C)C2=NC(=O)CS2)cc1Cl	i	i	i	i	-4	i	5	/	2	2	i
COC(=O)c1c(N2C(=O)CC(Sc3ccccc3C(=O)O)C2=O)sc2c1CCCC2 (stereo unspecified)	i	i	i	i	-9	i	2	-1	1	1	i
COc1ccc(OC)c(C(c2nnnn2C2CCCC2)N2CCN(c3ccc(F)cc3)CC2)c1 (stereo unspecified)	i	i	i	i	-2	6*	-3	0	3	-4	-15*
Cc1cc(F)ccc1NCc1ccc([N+](=O)[O-])cc1	i	i	i	i	-17	i	8	0	5	6	i
COc1ccc(C(=O)Cc2cc3cccc(OC)c3oc2=O)cc1	i	i	i	i	-6	i	-4	-1	-3	-4	i
O=C1Nc2ccc(Br)cc2C1(O)c1ccc(F)cc1 (stereo unspecified)	i	i	i	i	-5	i	-1	-1	2	-5	i
Nn1c(CN2CCCCC2)nc2ccccc2c1=O	i	i	i	i	-4	i	-2	1	-1	-4	i
Cc1ccc(/C(O)=C2/C(=O)C(=O)N(CCN3CCOCC3)C2c2ccccn2)cc1 (stereo unspecified)	i	i	i	i	-4	i	5	-2	0	-1	i

An excerpt; the hit share may differ from the screen's.
